T cell modulator: T cell immune modulators affecting CD8 T cell-vesicle binding | 0.068% of 330,000 active | calls only at 7 µM | 2C CD8+ T cell-vesicle binding, flow cytometry; stronger effect = lower value | AID 2052;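 active = response, share of CD8 T cells binding vesicles, and their 90th percentile fluorescence all below set limits, cut at about 80% in these data, passing the limit was not always enough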
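Assay system: 2C TCR transgenic mouse naive CD8+ T cells, MACS-purified | Read-out: CD8+ gate FL2 mean fluorescence as % of same-row positive control | Signal: High-throughput flow cytometry with anti-B7-1 and anti-CD8 staining | Timing: Binding step 1.5 h, 37 °C, antibody labelling 20 min, ice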
T cell modulator vesicle-bound %: recorded beside T cell modulator, whose call it bears; double positive events, %; measured here: CD8+ vesicle-bound cell fraction;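 binding gate set so that unloaded-vesicle control wells show 10% double positive cells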
An asterisk follows results filed as active; i = inactive.

SMILES	T cell modulator	T cell modulator vesicle-bound %
O=C(O)CCCn1cc(NC(=O)COc2cccc(Cl)c2)cn1	i	25.0
COc1ccc(CCNC(=O)COC(=O)CNS(=O)(=O)c2ccc(SC)c([N+](=O)[O-])c2)cc1	i	30.1
CCc1cc(=O)n2[nH]c(-c3ccccc3)c(-c3ccccc3)c2n1	i	25.6
Cc1cccc(N(CC(=O)NCc2ccco2)C(=O)CNS(=O)(=O)c2ccc(F)cc2)c1	i	29.0
COc1ccc(S(=O)(=O)N2CCC(C(=O)N[C@@H](C)C(=O)NC3CCCC3)CC2)cc1	i	9.9
COC(=O)C1=C(O)/C(=C/c2ccc(OCC(=O)Nc3ccccc3)cc2)N=C1C	i	22.5
CCOC(=O)N1CCN(C(=O)CCc2ccc(S(=O)(=O)NCC(C)C)cc2)CC1	i	54.8
COc1ccc(C(CNC(=O)Nc2ccc(Cl)cc2)N2CCN(C)CC2)cc1 (stereo unspecified)	i	11.7
O=C(NCC1CCCCC1)C1(CC2CC(c3ccc(Cl)cc3)=NO2)CCNCC1 (stereo unspecified)	i	21.2
COc1cc2c(cc1OC)-c1cc(Nc3ccccc3Br)nc(=O)n1CC2	i	13.5
Cc1ccsc1CN(C)C(=O)CN1C(=O)NC2(CCCCC2C)C1=O (stereo unspecified)	i	36.4
Cc1ccc(OCCC(=O)OCc2csc(CC(=O)Nc3ccccc3C)n2)cc1	i	13.1
CC1CC1C(=O)OCC(=O)NC(=O)c1ccccc1 (stereo unspecified)	i	51.8
COc1ccccc1CN1CC(C(=O)NCCn2ccc(C)n2)CCC1=O (stereo unspecified)	i	17.8
CC(C)CC(=O)Nc1nnc(SCC(=O)NC2CCCCC2)s1	i	73.1
CC(C)=CC(=O)N1CCC(n2nccc2NC(=O)CCc2ccccc2)CC1	i	32.1
Cc1cccc(C(=O)Nc2ccc(C(=O)/C=C/c3ccncc3)cc2)c1	i	53.5
Cc1cc(C)c(C(=O)CSc2nc(C)cc(=O)[nH]2)c(C)c1	i	67.4
CNC(=O)c1c(NC(=O)CCS(=O)(=O)c2ccc(C)cc2)sc2c1CCN(C(=O)OC)C2	i	47.4
NCCCNCCCCNCCCN	i	10.4
CCN1CCN(c2ccc(NC(=O)COc3ccc(Cl)cc3C)cc2)CC1	i	7.4
CCCC[C@@H](CNC)NC[C@H](Cc1ccc(O)cc1)NCCc1ccc(OCC)cc1	i	17.1
CC1CCCC(NC(=O)COC(=O)c2cccc(S(=O)(=O)N3CCCCC3)c2)C1C (stereo unspecified)	i	42.6
COc1cccc(C(=O)NCCS(=O)(=O)NCc2ccc(Cl)cc2)c1	i	56.8
COc1ccc(-n2nnnc2CNC(=O)C(=O)c2c[nH]c3ccccc23)cc1	i	46.1
Cc1ccc2c(c1)[C@H]1[C@H](CO2)[C@H](c2ccccc2)[C@]2(C)C(=O)N(Cc3ccc(F)cc3)CC(=O)N12	i	22.3
CCCOc1ccc(C(O)(CCN2CCCCC2)c2ccccc2OC)cc1 (stereo unspecified)	i	21.4
O=C(COc1ccc([N+](=O)[O-])cc1)Nc1ccccc1C(=O)NC1CC1	i	24.7
Cc1ccc(S(=O)(=O)N[C@H](C(=O)OCC(=O)NC(=O)NCc2ccco2)C(C)C)cc1	i	28.3
Cc1ccc(S(=O)c2snnc2C)cc1 (stereo unspecified)	i	63.4
CCn1cnc2c1c(=O)n(Cc1ccc(C(=O)OC)cc1)c(=O)n2Cc1ccccc1	i	16.3
Cc1nnc(NC(=O)C2CC(=O)N(Cc3ccccc3)C2)s1 (stereo unspecified)	i	10.3
CCOC(=O)N1CCN(Cc2nc3cc(NC(=O)C(C)C)ccc3n2CC)CC1	i	13.3
COc1ccc(S(=O)(=O)N2CCCCC2)cc1NC(=O)CCNC(=O)c1ccc(Cl)cc1	i	11.8
CCCOc1ccc(C(=O)NNC(=O)c2cccc(S(=O)(=O)N3CCN(C(C)=O)CC3)c2)cc1OC	i	29.5
COc1ccc(S(=O)(=O)N(C)C)cc1NCC(=O)Nc1cccc2ccccc12	i	41.0
COc1ccc2sc(N(CCCN(C)C)C(=O)c3ccc(S(=O)(=O)N4CCCc5ccccc54)cc3)nc2c1	i	21.3
COc1ccccc1C(=O)NCCC(=O)OCC(=O)Nc1ccc(S(N)(=O)=O)cc1	i	29.7
CC(NC(=O)COc1cccnc1[N+](=O)[O-])c1ccc(F)cc1 (stereo unspecified)	i	17.0
Clc1ccc(CN2CCSCC2)cc1Cl	i	41.5
CC(=O)c1cn(CCOc2cc(C)ccc2C)c2ccccc12	i	61.6
CCOC(=O)c1c(C)[nH]c(C(=O)OCC(=O)c2ccc(OC)cc2OC)c1C	i	36.4
COc1ccc(NC(=O)CSc2ccc3nnc(-c4cccnc4)n3n2)cc1OC	i	31.2
O=C(COc1ccccc1Cc1ccccc1)Nc1cccc(S(=O)(=O)N2CCOCC2)c1	i	41.9
COc1ccc(NS(=O)(=O)c2cccc(C(=O)Nc3ccccc3C(=O)O)c2)cc1	i	56.3
Cc1nn(CC(=O)Nc2ccc(F)cc2)c(=O)c2ccccc12	i	20.8
O=C(Nc1nnc(C2=COCCO2)o1)c1ccc(Br)cc1	i	6.3
COc1ccc(N2CCN(CC(=O)Nc3cc(C)cc(C)c3)CC2)cc1	i	8.0
Cc1ccc(NC(=O)C2CCN(S(=O)(=O)c3ccc4[nH]c(=O)ccc4c3)CC2)c(C)c1	i	39.9
O=[N+]([O-])c1ccccc1S(=O)(=O)N1CCN(c2ccc(F)cc2)CC1	i	51.0
Further results follow:
SMILES	T cell modulator	T cell modulator vesicle-bound %
CCOc1cc(C(=S)N2CCOCC2)ccc1OS(=O)(=O)c1ccc(Br)cc1	i	64.5
O=C(Nc1ccc(N2CCN(C(=O)c3ccco3)CC2)cc1)c1ccc([N+](=O)[O-])cc1Cl	i	69.1
CCOc1ccccc1CN1CCNC(=O)C1CC(=O)NCc1ccccn1 (stereo unspecified)	i	70.9
CCOc1ccccc1NC(=O)CSc1nnc(CNC(=O)c2cccs2)o1	i	28.8
CN(CCOc1ccccc1)C(=O)c1cc(S(=O)(=O)N2CCOCC2)ccc1Cl	i	52.6
CCc1noc(C)c1C(=O)Nc1cc(Cl)ccc1-n1cncn1	i	36.5
COc1ccc(Cl)cc1C(=O)NCC(c1ccco1)N(C)C (stereo unspecified)	i	17.6
CN(C)CCN(C(=O)c1ccc2c(c1)CCCC2)c1nc2cc3c(cc2s1)OCCO3	i	12.9
COCCN1C(=O)C(=O)/C(=C(/O)c2ccc(S(=O)(=O)N3CCCCC3)cc2)C1c1ccc(OC)c(OC)c1 (stereo unspecified)	i	29.8
COCCN(C(=O)COC(=O)COc1ccc(Cl)c(C)c1)c1c(N)n(Cc2ccccc2)c(=O)[nH]c1=O	i	62.8
COc1ccc(CCNC(=O)C2CCN(S(=O)(=O)c3ccc(OC)cc3)CC2)cc1	i	41.9
Cc1ccc(S(=O)(=O)NCCc2c[nH]c3ccccc23)cc1	i	52.4
Cc1cccc(NS(=O)(=O)c2cccc(C(=O)NCC(C)(C)N3CCOCC3)c2)c1	i	13.6
Cc1ccc(-c2csc(N(CCO)CCCn3c(C(F)(F)F)nc4ccccc43)n2)cc1	i	51.6
Cc1ccc(C(=O)N2CCN(c3ccccc3F)CC2)cc1NC1=NC2CS(=O)(=O)CC2S1 (stereo unspecified)	i	46.5
CN(CC(=O)Nc1cccc(F)c1)CC(=O)Nc1cccc(S(=O)(=O)N2CCCCC2)c1	i	23.4
CCN(C(=O)COC(=O)C1CCN(S(=O)(=O)c2ccc(C)c(C)c2)CC1)C1CCS(=O)(=O)C1 (stereo unspecified)	i	48.1
CN(Cc1nc2ccccc2n1C)c1ccccc1	i	63.3
CC1N(C(=O)N2CCOCC2)CCN1S(=O)(=O)c1cccc(C(F)(F)F)c1 (stereo unspecified)	i	23.4
O=C(COC(=O)C1CC2CCCC(C1)C2=O)Nc1nc(-c2ccc(F)c(F)c2)cs1 (stereo unspecified)	i	39.7

Full records, quoted from the list.
O=C(COC(=O)C1CC2CCCC(C1)C2=O)Nc1nc(-c2ccc(F)c(F)c2)cs1 (stereo unspecified) in the list: T cell modulator: i; T cell modulator vesicle-bound %: 39.7
Cc1ccc(C(=O)N2CCN(c3ccccc3F)CC2)cc1NC1=NC2CS(=O)(=O)CC2S1 (stereo unspecified) in the list: T cell modulator: i; T cell modulator vesicle-bound %: 46.5

Next part:
SMILES	T cell modulator	T cell modulator vesicle-bound %
CCOc1ccc(NC(=O)CCS(=O)(=O)c2ccc(Br)cc2)cc1	i	21.1
COc1ccc2nc3oc(C(=O)N4CC(C)CC(C)C4)cc3cc2c1 (stereo unspecified)	i	24.3
S=C(Nc1ccc2c(c1)OCCO2)Nc1ccccc1Cl	i	15.0
Cc1ccc(CN2CC(=O)N3[C@H]4c5ccccc5OC[C@@H]4[C@H](c4ccccc4)[C@]3(C)C2=O)cc1	i	33.4
CS(=O)(=O)N(Cc1ccccc1Cl)c1ccc(C(=O)N2CCCC2)cc1	i	51.2
CC1(c2cccc(Br)c2)NC(=O)N(CC(=O)c2ccc3c(c2)OCCO3)C1=O (stereo unspecified)	i	29.3
CCc1ccc(CNC(=O)CCS(=O)(=O)Cc2ccc(C)cc2)cc1	i	11.4
COCCNC(=O)C1CCCN(S(=O)(=O)c2ccc3c(c2)CC(C)N3C(=O)C2CC2)C1 (stereo unspecified)	i	26.4
COc1ccc(/C=N/NC(=O)C2CC2)c(OC)c1OC	i	7.4
Cc1c(CC(=O)O)c(=O)oc2c(C)c(OCc3ccc(F)cc3Cl)ccc12	i	59.5

Entries shown so far that have a CF3 group:
SMILES	T cell modulator	T cell modulator vesicle-bound %
Cc1ccc(-c2csc(N(CCO)CCCn3c(C(F)(F)F)nc4ccccc43)n2)cc1	i	51.6
CC1N(C(=O)N2CCOCC2)CCN1S(=O)(=O)c1cccc(C(F)(F)F)c1 (stereo unspecified)	i	23.4

(more compounds)
SMILES	T cell modulator	T cell modulator vesicle-bound %
O=C(OCCOCCN=C1NS(=O)(=O)c2ccccc21)c1ccc(F)cc1	i	24.4
O=C(Nc1cccc(-n2cnnn2)c1)c1ccncc1	i	31.6
CC(=O)N[C@@H](Cc1c[nH]c2ccccc12)C(=O)NC1CCCc2ccccc21 (stereo partly specified)	i	23.1
COCC(=O)N1CCC(Oc2ccc(C(=O)N3C[C@@H](C)O[C@@H](C)C3)cc2)CC1	i	64.4
Cc1ccccc1NC(=O)Cc1nc(COC(=O)/C=C/c2ccccc2)cs1	i	45.7
COc1ccc(/C=N/Nc2ccc([N+](=O)[O-])cc2)cc1O	i	32.4
CCCc1cc(C(=O)Nc2ccc(C(=O)OC)cc2)cs1	i	59.7
Cc1c(O)ccc2c(CC(=O)N[C@@H](Cc3ccccc3)C(=O)O)cc(=O)oc12	i	29.7
COc1ccc(C)cc1NC(=O)C1CCCN(S(=O)(=O)c2ccc3[nH]c(=O)ccc3c2)C1 (stereo unspecified)	i	8.6
Cc1c(NC(=O)c2ccc(S(=O)(=O)Nc3ccccc3F)cc2)c(=O)n(-c2ccccc2)n1C	i	33.1

Reformatted in CSV form: entries from further up.
Compound,T cell modulator,T cell modulator vesicle-bound %
CCOc1ccccc1NC(=O)CSc1nnc(CNC(=O)c2cccs2)o1,i,28.8
Cc1ccc(S(=O)c2snnc2C)cc1 (stereo unspecified),i,63.4
Cc1ccccc1NC(=O)Cc1nc(COC(=O)/C=C/c2ccccc2)cs1,i,45.7

(more compounds)
SMILES	T cell modulator	T cell modulator vesicle-bound %
O=C(OCC(=O)N1CCOCC1)c1ccccc1Br	i	21.5
CN(C)c1ccc(CNc2ccc3c(c2)ncn3C(C)(C)C)cc1	i	19.7
COc1ccc(S(=O)(=O)NCC(c2ccc3c(c2)OCO3)N2CCOCC2)cc1 (stereo unspecified)	i	15.2
Cc1ccnc(Nc2nc(-c3ccc(F)cc3)cs2)c1	i	64.3
O=C(CN1CCN(c2ccccn2)CC1)Nc1ccc(F)c(F)c1	i	36.5
Cc1ccc(S(=O)(=O)NC(C)C(=O)OCC(=O)N(C)c2ccccc2)cc1 (stereo unspecified)	i	17.8
CC(C)(C)C(=O)NC1CC2CCCC(C1)N2C(=O)Nc1cccc(Cl)c1 (stereo unspecified)	i	11.7
CCCCn1c(N)c(N(CC)C(=O)C2CCCC2)c(=O)[nH]c1=O	i	32.5
CC(NC(=O)c1cc(S(=O)(=O)N(C)C)ccc1Cl)c1ccc(-n2ccnc2)cc1 (stereo unspecified)	i	56.3
Fc1ccc(CNC(=S)NCc2ccccc2)cc1	i	5.1
Cc1ccc(NC(=O)[C@@H]2CCCN2C(=O)[C@@H]2Cc3ccccc3CN2)c(C)c1	i	20.3
CCn1cc(C(=O)NCCCN2CCC(C)CC2)c(=O)c2cc(S(=O)(=O)N(C)C3CCCCC3)ccc21	i	15.4
CC(NC(=O)c1ccc(Cl)cc1)c1nnc(SCC(=O)NC2=NCCS2)n1C (stereo unspecified)	i	12.8
COc1ccc(C(=O)CC(=O)c2ccc(F)cc2)cc1	i	28.9
CC(=O)c1ccc(S(=O)(=O)N2CCN(C(=O)CN3C(=O)NC4(CCCC4)C3=O)CC2)cc1	i	35.9
COc1ccc(/C=C/C(=O)NC(=S)Nc2ccc(S(=O)(=O)Nc3cc(C)on3)cc2)cc1	i	12.6
O=C(CNS(=O)(=O)c1cccc(Br)c1)NCCCc1ccccc1	i	28.6
O=C(NC(=S)Nc1cc([N+](=O)[O-])ccc1O)c1ccc2c(c1)OCO2	i	15.6

An excerpt from above in order of number of heavy atoms, falling.
SMILES	T cell modulator	T cell modulator vesicle-bound %
CCn1cc(C(=O)NCCCN2CCC(C)CC2)c(=O)c2cc(S(=O)(=O)N(C)C3CCCCC3)ccc21	i	15.4
CC(=O)c1ccc(S(=O)(=O)N2CCN(C(=O)CN3C(=O)NC4(CCCC4)C3=O)CC2)cc1	i	35.9
CC(NC(=O)c1ccc(Cl)cc1)c1nnc(SCC(=O)NC2=NCCS2)n1C (stereo unspecified)	i	12.8
O=C(CNS(=O)(=O)c1cccc(Br)c1)NCCCc1ccccc1	i	28.6
COc1ccc(C(=O)CC(=O)c2ccc(F)cc2)cc1	i	28.9

This is a subset; rates above refer to the full screens.
